RGS4 act – potentiators or activators of RGS4. AID 463111. B-score at 10 µM. 0.92% of 310,000 active. HEK293 M3R/inducible RGS4, carbachol calcium flux Fluo4; active compounds read low;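 active = B-score of the integrated calcium signal more than 4 SD below the library mean, with starting fluorescence not abnormally high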;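 note: negative B-score means reduced calcium response which marks RGS4 activation or potentiation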
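Assay system: Inducible-RGS4 HEK293 cells carrying M3 receptor | Schedule: Compound preincubation 20 min at room temperature before agonist | Signal: Kinetic calcium fluorescence imaging with Fluo4-AM dye, 2 µM | Read-out basis: B score from integrated fluorescence ratio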
KCNK9 inh – inhibitors of human KCNK9 two-pore domain potassium channel; 1.2% of 310,000 active; HEK293 KCNK9, FluxOR thallium flux fluorescence; active compounds read low; B-score at 10 µM;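 active = ratio B-score over 3 SD below the library mean, with starting fluorescence within 5 SD of its mean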;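 note: negative B-score means less thallium flux so channel inhibition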
Target sequence (Q9NPC2 whole entry, looked up, the tested form may be a part): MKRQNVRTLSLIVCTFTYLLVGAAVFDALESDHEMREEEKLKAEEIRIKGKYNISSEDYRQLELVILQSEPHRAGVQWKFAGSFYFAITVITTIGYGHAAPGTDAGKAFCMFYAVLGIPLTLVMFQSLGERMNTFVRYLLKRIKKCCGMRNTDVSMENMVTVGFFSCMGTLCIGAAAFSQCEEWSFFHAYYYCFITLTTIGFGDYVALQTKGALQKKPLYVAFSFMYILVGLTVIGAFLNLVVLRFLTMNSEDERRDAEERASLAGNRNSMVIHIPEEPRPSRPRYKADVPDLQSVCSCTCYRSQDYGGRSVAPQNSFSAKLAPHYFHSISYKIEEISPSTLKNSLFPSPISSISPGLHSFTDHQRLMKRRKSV
GSK3A inh – inhibitors of human GSK-3 alpha kinase; P49840; ADP-Glo luminescence, 60 min; inhibition, % at 10 µM; 0.1% of 320,000 active; AID 2650;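 in the data active = inhibition above about 50%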;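 note: GST-tagged GSK-3 alpha with peptide substrate and 25 µM ATP; 0% = DMSO neutral wells and 100% = GW8510 positive control wells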
Dyrk1A ADPGlo – inhibitors of rat Dyrk1A kinase | Q63470 | ADP-Glo luminescence, NFATc1 peptide | inhibition, % at 12.5 µM | 0.43% of 310,000 active; in the data active = inhibition above about 50%;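 note: plate controls were vehicle with enzyme for no effect and no enzyme for full effect; many of its hits are not listed in these tables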
HDAC3 inhib – blocks human histone deacetylase 3; AID 2718; recombinant HDAC3, fluorogenic peptide/trypsin coupled, fluorescence; inhibition, % at 8.3 µM; 0.15% of 320,000 active; in the data active = inhibition above about 26%, passing the limit was not always enough; inconclusive = no clear call, values can overlap the other calls
hERG rescue – shields human hERG channel from block by proarrhythmic agents; activation (rescue from dofetilide block), less the hit threshold, % at 10 µM; 0.51% of 310,000 active; CHO-hERG, FluxOR thallium flux, dofetilide IC70 present; Q12809;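 active = activation above the mean of controls blocked by dofetilide plus 5 SD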;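 note: thallium influx through hERG after potassium depolarization seen as dye fluorescence rise; in these data hits start at about 4.7%; inactives centre near -7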
KCNQ1 block – blocks the human KCNQ1 potassium channel | P51787 | CHO-K1 KCNQ1, FluxOR thallium flux fluorescence; active compounds read high | B-score at 10 µM | 1.3% of 310,000 active | AID 2642;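 active = compounds whose thallium flux B-score, printed positive for inhibition, exceeds three library SD while starting fluorescence stays within three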;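 note: channel opened by potassium depolarization with thallium stimulus after 20 min compound exposure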
PolyA inh – yeast polyadenylation inhibition; S. cerevisiae SKY197-pL101 polyadenylation reporter, beta-gal luminescence; efflux-impaired pdr1/pdr3 knockout yeast; score 100 = 6 SD above DMSO; calls only at 12 µM; 0.02% of 300,000 active; AID 1875;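 active = lowest replicate activity score at least 50, where 100 means six control SD above control mean; inconclusive = lowest score under 50 but half or more replicates reach 50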;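 note: yeast exposed to compound for 9 h at 30 °C; higher score means more reporter readthrough which indicates perturbed polyadenylation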
GSK3B inh – blocks human GSK3beta kinase activity; P49841; GST-GSK3beta kinase, ADP-Glo luminescence, 60 min; active compounds read low; activity score (negative = inhibition), % at 10 µM; 0.038% of 300,000 active;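 active = more than half of replicate wells score below -50%, meaning over 50% inhibition versus plate controls; inconclusive = some replicates but at most half score below -50%; inactive = no replicate scores below -50%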;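 note: 0% = median DMSO wells and -100% = median GW8510 positive control wells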
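Test system: GST-fused GSK3beta enzyme, cell-free | Quantity: 1.6 ng GST-GSK3beta enzyme per well | Reagent: 25 µM ATP with peptide substrate | Schedule: 60 min enzyme reaction, room temperature | Signal: Luminescent ADP-Glo measurement of ADP formed | Read-out basis: Score relative to plate controls | Control set: DMSO and 20 µM GW8510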
KCNQ1 act – potentiators or activators of human KCNQ1 potassium channel; CHO-K1 KCNQ1, thallium flux FluxOR fluorescence; active compounds read high; 0.35% of 310,000 active; B-score at 10 µM;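 active = fluorescence ratio B-score, a plate-corrected score, at least three library SD, with initial intensity B-score within 5 SD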
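Doses: Single concentration per compound, DMSO matched to controls | Test system: KCNQ1-transfected CHO-K1 cells | Timing: 90 min dye loading and 20 min compound exposure, both at room temperature | Measured by: Kinetic FluxOR thallium fluorescence, 10-s 1-Hz baseline, 110-s post-stimulus read | Medium: Assay buffer with matched DMSO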
KCNK3 inh – human KCNK3 channel inhibition, primary screen | O14649 | CHO-KCNK3 thallium flux, FluxOR fluorescence; active compounds read low | B-score at 10 µM | 0.84% of 340,000 active | AID 602410;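 active = B-score under library mean minus 4 SD, starting fluorescence ratio at most library mean plus 5 SD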;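 note: more negative B-score means stronger inhibition of thallium flux through KCNK3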
Target sequence (O14649 whole entry, looked up): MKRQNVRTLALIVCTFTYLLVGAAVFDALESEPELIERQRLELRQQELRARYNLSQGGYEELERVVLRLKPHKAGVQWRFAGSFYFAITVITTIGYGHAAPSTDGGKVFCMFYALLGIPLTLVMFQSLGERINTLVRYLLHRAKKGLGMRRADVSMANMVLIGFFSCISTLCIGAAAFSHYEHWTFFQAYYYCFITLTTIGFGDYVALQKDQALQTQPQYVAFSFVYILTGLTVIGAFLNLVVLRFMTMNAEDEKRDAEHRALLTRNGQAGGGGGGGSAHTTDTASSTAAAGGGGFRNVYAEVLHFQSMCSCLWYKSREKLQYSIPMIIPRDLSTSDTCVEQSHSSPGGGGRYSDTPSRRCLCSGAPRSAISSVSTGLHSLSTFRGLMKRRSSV
* hit, by the source's call; i = inactive; ? = inconclusive; nt = not tested or not shown. The list is partial; the hit share may differ from the screen's.

item	Molecule	GSK3B inh	hERG rescue	KCNK3 inh	Dyrk1A ADPGlo	GSK3A inh	RGS4 act	KCNK9 inh	KCNQ1 block	KCNQ1 act	HDAC3 inhib	PolyA inh
1	COc1cc(/C=C2\CC/C(=C\c3cc(OC)c(OC)c(OC)c3)C2=O)cc(OC)c1OC	1.5	-8.0	i	3.5	2.8	i	i	i	i	0.2	i
2	Cc1cc(=O)cc(C)n1-c1ccc(F)cc1F	-3.3	6.6*	i	-1.0	-1.2	i	i	i	i	1.7	i
3	Cc1cc(OCC(=O)O/N=C(\N)c2ccccc2)cc(C)c1Cl	0.9	-0.8	i	-6.8	-5.6	i	i	i	i	1.2	i
4	O=C(CSCc1cnn(-c2ccccc2)c1-n1cccc1)NCCN1CCOCC1	3.4	-9.3	i	2.2	-0.9	i	i	i	i	-0.5	i
5	COc1ccc(N2CCN(C3CCCN(S(=O)(=O)c4ccc(C)cc4C)C3)CC2)cc1 (configuration not stated)	nt	-8.7	i	0.5	-2.7	i	i	i	i	2.0	i
6	COc1ccc(Br)cc1S(=O)(=O)N(CC(=O)N1CCN(C)CC1)c1ccccc1	-1.1	-5.3	i	2.9	-1.9	i	i	i	i	1.8	i
7	Cc1ccc(NC(=O)c2cc(Cl)nc3ccccc23)cc1	0.1	-0.6	i	0.4	-0.7	i	i	i	i	1.7	i
8	N#Cc1cn(CCOc2ccccc2F)c2ccccc12	-2.2	-11.8	i	-4.0	0.7	i	-7.53*	i	i	9.5	i
9	O=C(NC(=S)Nc1ccc(N2CCOCC2)c(Cl)c1)c1cncc(Br)c1	2.2	0.4	i	2.9	1.4	i	i	i	i	?	i
10	CCC(C)(C)NC(=O)C(c1cccnc1)N(C(=O)c1csnn1)c1ccccc1 (configuration not stated)	0.3	-14.7	i	-6.3	0.2	i	i	i	i	-3.2	i
11	CCOC(=O)N1CCN(CC(=O)Nc2sc(CC)cc2C(=O)c2ccc(OC)cc2)CC1	3.1	-7.9	i	-7.2	-3.1	i	i	i	i	3.1	i
12	c1ccc(Cn2nnc3c(N4CCc5ccccc54)ncnc32)cc1	1.2	2.5	i	-4.4	-3.5	i	i	i	i	0.5	i
13	CC(C)C(=O)Nc1ccc2c(c1)nc(CCN1CCCCC1)n2C	3.4	-0.6	i	4.6	-1.8	i	i	i	i	-1.9	i
14	COc1cc(C)nc(N(Cc2ccccc2)S(=O)(=O)c2ccc(C)cc2)n1	-1.2	-15.3	i	1.8	-0.1	i	i	7*	i	nt	i
15	Cc1nnc(SC/C=C/c2ccccc2)n(N)c1=O	1.1	-1.4	i	nt	-0.6	i	i	i	i	-0.2	nt
16	COc1ccc(S(=O)(=O)NNC(=O)C2COc3ccccc3O2)cc1[N+](=O)[O-] (configuration not stated)	nt	-3.7	i	12.5	-1.5	i	i	i	i	6.9	i
17	Cc1cc(=O)[nH]c(COc2ccccc2)n1	-0.2	-7.5	i	4.7	-0.2	i	i	i	i	0.4	i
18	CC(C)(O)C#Cc1ccc(C(=O)NC2CCCCC2)s1	1.9	-12.4	i	2.0	-2.4	i	i	i	i	1.7	i
19	CSCCC(NS(=O)(=O)c1ccccc1F)C(=O)N1CCCCCCC1 (configuration not stated)	-2.8	-10.3	i	-4.1	-1.6	i	i	i	i	2.6	i
20	Cn1cnnc1SCC(=O)NC1CCCCC1	-0.4	-15.3	i	1.4	-1.8	i	i	i	i	-6.3	i
21	Cc1ccc(-n2nc3c(=O)n(CCCC(=O)N4CCCCC4)nc(C)c3c2C)cc1	0.9	-12.8	i	1.3	-2.9	i	i	i	i	4.5	i
22	O=C(CCNS(=O)(=O)c1cccs1)Nc1ccccc1F	-2.2	-7.1	i	6.7	-7.9	i	i	i	i	2.0	i
23	COCCNCCOCCOc1cccc(OC)c1	2.8	-8.1	i	-1.8	-2.2	i	i	i	i	-5.4	i
24	CCCCN(CCCC)c1cc(C)nc(-c2ccccc2O)n1	0.5	-3.0	i	-3.2	nt	i	i	i	i	3.2	i
25	O=C(c1ccco1)N1CCN(S(=O)(=O)c2ccc(Br)s2)CC1	-1.4	-1.0	i	-6.7	-4.5	i	i	i	i	-8.4	i

Some of the entries so far, with two lines to a compound:
Order of values – GSK3B inh, hERG rescue, KCNK3 inh, Dyrk1A ADPGlo, GSK3A inh, RGS4 act, KCNK9 inh, KCNQ1 block, KCNQ1 act, HDAC3 inhib, PolyA inh
24) CCCCN(CCCC)c1cc(C)nc(-c2ccccc2O)n1
→ 0.5, -3.0, i, -3.2, nt, i, i, i, i, 3.2, i
3) Cc1cc(OCC(=O)O/N=C(\N)c2ccccc2)cc(C)c1Cl
→ 0.9, -0.8, i, -6.8, -5.6, i, i, i, i, 1.2, i

Next section:
item	Molecule	GSK3B inh	hERG rescue	KCNK3 inh	Dyrk1A ADPGlo	GSK3A inh	RGS4 act	KCNK9 inh	KCNQ1 block	KCNQ1 act	HDAC3 inhib	PolyA inh
26	CCN(C(=O)Cn1cnc2c(nc3n2CCCCC3)c1=O)c1cccc(Cl)c1	1.3	-7.3	i	-5.9	-0.3	i	i	i	i	4.3	i
27	COc1ccccc1N1CCN(S(=O)(=O)c2ccc3c(c2)n(C)c(=O)n3C)CC1	3.4	-9.3	i	8.6	-2.2	i	i	i	i	-3.6	i
28	Cc1ccc(CNC(=O)C2CCCN(S(=O)(=O)c3cccnc3)C2)cc1 (configuration not stated)	-1.7	-7.3	i	2.7	-5.1	i	i	i	i	-0.3	i
29	CCOC(=O)C(NC(=O)CC)(Nc1sc(C)c(CC)c1C#N)C(F)(F)F (configuration not stated)	0.2	-9.9	i	-3.9	-0.2	i	i	i	i	-1.0	i
30	CCOC(=O)c1c(C)c(C(=O)NCc2ccccn2)c(C)n1C	-2.6	-6.4	i	2.6	0.2	i	i	i	i	-2.3	i
31	Cc1ccc(-c2csc(NC(=O)CSC3=NCCS3)n2)cc1	1.1	-16.5	i	-12.3	-0.5	i	i	i	i	?	i
32	Cc1cc(-c2ccccc2)nc(=O)[nH]1	-0.5	-12.6	i	6.0	-1.1	i	i	i	i	8.7	i
33	COCCCNc1nc2nonc2nc1N1CCN(Cc2cccc(C)c2)CC1	1.8	-13.6	i	-0.4	-1.6	i	i	i	i	-1.6	i
34	CN(Cc1c(F)cccc1Cl)C(=O)c1cc2ccccc2o1	0.8	-13.3	i	2.1	0.8	i	i	i	i	2.0	i
35	CC1CCN(C(c2ccc(N(C)C)cc2)c2nnnn2Cc2ccccc2)CC1 (configuration not stated)	4.9	-2.2	i	0.4	-1.0	i	i	i	i	3.7	i
36	CCOC(=O)N1CCN(S(=O)(=O)c2ccc(C(=O)Nc3sc4c(c3C(=O)OC)CCN(C)C4)cc2)CC1	1.2	-10.2	i	-1.5	-0.3	i	i	i	i	-6.7	i
37	Cc1ccc(NC(=O)CN2CCCCCC2)cc1[N+](=O)[O-]	-1.7	-12.9	i	-16.8	-0.6	i	i	i	i	-3.4	i
38	CCOC(=O)c1ccc(NC(=O)N2CCOCC2)cc1	3.1	-12.9	i	nt	7.0	i	i	i	i	-7.0	i
39	CCCS(=O)(=O)N1CCCC(C(=O)Oc2ccc(C)c(C)c2)C1 (configuration not stated)	-4.1	-1.8	i	3.0	nt	i	i	i	i	-3.2	i
40	O=c1c(Cl)c(NCCO)cnn1-c1cccc(Cl)c1	2.8	-5.9	i	1.6	-0.8	i	i	i	i	-2.3	i
41	COc1ccc(NC(=O)C2CC(c3cccc(Br)c3)=NO2)cc1OC (configuration not stated)	-1.6	-6.6	i	-3.8	-1.6	i	i	i	i	-0.7	i
42	O=C(/C=C/Nc1ccccc1)c1cnc(-c2ccccc2)s1	3.1	-10.6	i	3.5	-3.2	i	i	i	i	5.3	i
43	COc1ccc(NC(=O)[C@@H]2CCCN2C(=O)[C@@H]2Cc3ccccc3CN2C(=O)OC(C)(C)C)cc1	0.5	-10.0	i	2.3	-3.4	i	i	i	i	3.9	i
44	COc1ccc(N(Cc2ccccc2)S(=O)(=O)c2cccc(C(=O)O)c2)cc1	-20.1	-3.6	i	-2.2	nt	i	i	i	i	1.9	i
45	CCCOc1ccccc1OCC(=O)Nc1ccc(S(=O)(=O)N2CCCCC2)cc1	-1.5	-4.5	i	-3.8	-0.3	i	i	i	i	-9.0	i
46	COc1ccccc1N1C(=O)c2ccc(C(=O)Nc3cccc(C(C)=O)c3)cc2C1=O	-21.0	-8.6	i	2.7	-3.2	i	i	i	i	4.9	i
47	CCCNC(=O)c1cc2c(C(F)(F)F)nn(C)c2s1	2.2	-9.1	i	5.0	-0.9	i	i	i	i	3.8	i
48	COc1ccc(NC(=O)c2ccccn2)cc1OC	-0.4	-5.4	i	-20.1	-0.1	i	i	i	i	7.0	i
49	COc1ccc(NC(=O)CN(C)S(=O)(=O)c2cccs2)cc1	-4.0	-12.7	i	5.1	-3.5	i	i	i	i	-3.9	i
50	COCCn1nnnc1CN1CCC(Cc2ccccc2)CC1	1.1	-3.8	i	-4.5	4.3	i	i	i	i	2.3	i
51	O=C(NNC(=O)c1ccc(-c2ccccc2)cc1)c1ccccc1	-2.1	-7.3	i	-4.3	0.6	i	i	i	i	4.1	i

Shown as a hit in KCNK9 inh (from the list above):
nr | SMILES | GSK3B inh | KCNK3 inh | Dyrk1A ADPGlo | GSK3A inh | KCNK9 inh | KCNQ1 block | KCNQ1 act | HDAC3 inhib | PolyA inh
8 | N#Cc1cn(CCOc2ccccc2F)c2ccccc12 | -2.2 | i | -4.0 | 0.7 | -7.53* | i | i | 9.5 | i

Molecules above that have bromine, in the order listed:
item	Molecule	GSK3B inh	hERG rescue	KCNK3 inh	Dyrk1A ADPGlo	GSK3A inh	RGS4 act	KCNK9 inh	KCNQ1 block	KCNQ1 act	HDAC3 inhib	PolyA inh
6	COc1ccc(Br)cc1S(=O)(=O)N(CC(=O)N1CCN(C)CC1)c1ccccc1	-1.1	-5.3	i	2.9	-1.9	i	i	i	i	1.8	i
9	O=C(NC(=S)Nc1ccc(N2CCOCC2)c(Cl)c1)c1cncc(Br)c1	2.2	0.4	i	2.9	1.4	i	i	i	i	?	i
25	O=C(c1ccco1)N1CCN(S(=O)(=O)c2ccc(Br)s2)CC1	-1.4	-1.0	i	-6.7	-4.5	i	i	i	i	-8.4	i
41	COc1ccc(NC(=O)C2CC(c3cccc(Br)c3)=NO2)cc1OC (configuration not stated)	-1.6	-6.6	i	-3.8	-1.6	i	i	i	i	-0.7	i
